Screening results (PubChem BioAssay)
Rv3671c protease: inhibitors of M. tuberculosis serine protease Rv3671c; AID 2606; inhibition, % at 5.96 µM; actives 0.048% (n = 320,000); P9WHR9; in the data active means inhibition above about 38%;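 further: extracellular domain of Rv3671c used as enzyme; 0% = enzyme with DMSO and 100% = no enzyme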
Target sequence (P9WHR9 whole entry, looked up, the tested form may be a part): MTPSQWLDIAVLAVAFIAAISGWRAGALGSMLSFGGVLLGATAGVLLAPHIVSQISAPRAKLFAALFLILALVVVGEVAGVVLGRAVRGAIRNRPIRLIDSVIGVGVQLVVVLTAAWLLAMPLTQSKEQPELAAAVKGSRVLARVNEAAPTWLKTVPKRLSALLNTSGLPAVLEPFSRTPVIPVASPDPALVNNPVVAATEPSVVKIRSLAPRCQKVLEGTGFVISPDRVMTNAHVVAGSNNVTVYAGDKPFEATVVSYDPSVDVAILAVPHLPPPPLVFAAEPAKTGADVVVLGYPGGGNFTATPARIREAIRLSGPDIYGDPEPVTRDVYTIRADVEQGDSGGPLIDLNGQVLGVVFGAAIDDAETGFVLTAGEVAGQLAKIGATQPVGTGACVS
BoNT-F LC inh: blocks Botulinum neurotoxin F light chain protease; Multiplex microsphere protease cleavage assay, flow cytometry; inhibition, % at 10 µM; actives 0.22% (n = 360,000); AID 588497; in the data active means inhibition above about 35%, passing the limit was not always enough; inconclusive means no clear call, values can overlap the other calls; further: plate controls were buffer without enzyme for full effect and enzyme alone for no effect
DUSP3 inh: blocks human VHR1 dual specificity phosphatase; recombinant VHR phosphatase, pNPP absorbance; inhibition, % at 13.3 µM; actives 0.52% (n = 290,000); in the data active means inhibition above about 50%; further: some compounds called inactive have numbers as strong as hits
Target sequence (P51452 whole entry, looked up): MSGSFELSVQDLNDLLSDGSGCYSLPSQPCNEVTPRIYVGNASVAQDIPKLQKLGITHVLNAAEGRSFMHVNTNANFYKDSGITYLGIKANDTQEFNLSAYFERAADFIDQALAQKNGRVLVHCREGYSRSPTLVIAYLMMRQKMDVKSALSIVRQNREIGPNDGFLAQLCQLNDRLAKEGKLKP
FadD28 binding: inhibitors of Mycobacterium tuberculosis FadD28 bisubstrate binding. FadD28 bisubstrate probe binding, fluorescence polarization. inhibition, % at 12.5 µM. actives 0.22% (n = 360,000); in the data active means inhibition above about 8.5%, passing the limit was not always enough; inconclusive means no clear call, values can overlap the other calls
GDH-TPI counter: counter-screen for M. tuberculosis FBA inhibitors: GDH-TPI coupled enzymes. GDH-TPI coupled enzyme counterscreen, NADH absorbance. inhibition, % at 4.8 µM. actives 1.2% (n = 360,000). AID 588335;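 further: 0% = DMSO wells and 100% = wells lacking the enzyme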
FBA Mtb inh: inhibits M. tuberculosis FBA enzyme; inhibition, % at 1 µM; P9WQA3; purified M. tuberculosis FBA, fluorescence read-out; actives 2.3% (n = 360,000); AID 588726; in the data active means inhibition above about 27%;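 further: 0% = vehicle and 100% = reference inhibitor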
Target sequence (P9WQA3 whole entry, looked up): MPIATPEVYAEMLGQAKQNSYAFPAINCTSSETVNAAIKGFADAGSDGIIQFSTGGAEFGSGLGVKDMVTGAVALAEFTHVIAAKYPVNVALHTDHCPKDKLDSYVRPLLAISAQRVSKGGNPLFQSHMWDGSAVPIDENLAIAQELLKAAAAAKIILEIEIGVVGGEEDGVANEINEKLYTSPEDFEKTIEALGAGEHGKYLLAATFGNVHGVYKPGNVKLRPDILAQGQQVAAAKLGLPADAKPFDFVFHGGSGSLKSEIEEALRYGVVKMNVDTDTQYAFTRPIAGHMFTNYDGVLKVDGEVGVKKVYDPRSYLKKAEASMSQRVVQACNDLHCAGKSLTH
Mtb UGM inh: Mtb UDP-galactopyranose mutase inhibition; P9WIQ1; purified UGM, fluorescence polarization probe displacement; inhibition, % at 10 µM; actives 0.06% (n = 320,000); AID 504406; in the data active means inhibition above about 10%, passing the limit was not always enough; inconclusive means no clear call, values can overlap the other calls
CCHF vOTU inh: CCHFV vOTU protease inhibition. inhibition, % at 11.5 µM. actives 0.55% (n = 370,000). Pep-AMC fluorescence; further: 0% = vehicle wells with enzyme and 100% = no enzyme wells
BioA inh: BioA (M. tuberculosis) enzyme inhibition. purified M. tuberculosis BioA enzyme, plate reader. inhibition, % at 9.99 µM. actives 0.096% (n = 360,000). AID 602481; in the data active means inhibition above about 40%; inconclusive means no clear call, values can overlap the other calls
MazEF act: increases E. coli MazEF RNase cleavage of RNA; P0AE70; FAM/BHQ RNA-DNA oligo cleavage fluorescence, 5 h; activation, % at 20 µM; actives 0.32% (n = 350,000); AID 504720; in the data active means activation above about 50%
Target sequence (P0AE70 whole entry, looked up): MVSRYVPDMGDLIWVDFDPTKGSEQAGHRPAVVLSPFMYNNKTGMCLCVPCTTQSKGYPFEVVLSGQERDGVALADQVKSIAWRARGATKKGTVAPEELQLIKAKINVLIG
An asterisk follows results filed as active; ? = inconclusive; / = no result given. Unless noted, no stated cut-off is given here; in the data, active means inhibition above about 30%; inactive means the rest. No enrichment for hits. Share with any hit: about 4.9%.

The line under a structure holds: Rv3671c protease	BoNT-F LC inh	DUSP3 inh	FadD28 binding	GDH-TPI counter	FBA Mtb inh	Mtb UGM inh	CCHF vOTU inh	BioA inh	MazEF act
> Cc1cccc2nc(-c3ccccc3)nc(N3CCC(O)(c4ccc(Cl)cc4)CC3)c12
  -95	-11	0	-1.3	20	0	/	-21	0.5	-12
> CC(C)(C)C(CO)NC(=O)c1ccc[nH]1 (stereo not drawn)
  6	1	/	0.3	-8	-1	1.3	-6	-1.1	6
> Cc1c(Cl)cccc1NC(=O)CN1CCN(CCO)CC1
  6	2	22	-3.2	7	1	-3.0	-11	/	12
> CCSc1nnc(N)s1
  1	1	15	-1.3	8	1	0.4	-9	-1.6	-3
> Cc1ccc(C)c(OCC(=O)N/N=C/c2c(C)nn(-c3ccccc3)c2Cl)c1C
  7	4	17	-3.7	2	1	-0.7	-13	/	-41
> O=C(Cn1c(=O)n(CCC(=O)N2CCCCC2)c(=O)c2sccc21)NCc1ccccc1
  -6	-4	28	-1.2	12	2	-1.0	11	0.6	6
> O=C(NCC(Cl)c1ccc2ccccc2c1)c1c(F)cccc1F (stereo not drawn)
  5	-23	-17	-5.5	-3	-2	-2.9	8	0.4	-2
> OCCC1CN(Cc2ccc3c(c2)CCO3)CCN1Cc1ccc(F)cc1 (stereo not drawn)
  -7	-2	17	0.2	10	-2	-4.5	-7	/	-3
> O=C(NCCCN1CCCCCC1)c1ccc(CS(=O)(=O)Cc2ccccc2F)o1
  /	-11	3	0.0	12	1	/	-1	2.2	-14
> O=C(NCC1CC1)c1ccc(Oc2cc(Cl)cc(Cl)c2)o1
  5	-8	-4	-4.0	8	1	0.6	-3	0.6	-18
> Cc1cccc(N(C(=O)c2csnn2)C(C(=O)NC2CCCCC2)c2ccccn2)c1C (stereo not drawn)
  -2	15	26	-0.8	7	4	4.0	-1	-1.5	-22
> CCCCc1c(C)nc2ccc(OC)cc2c1SCCC(=O)O
  -6	4	/	-0.3	30	2	-0.6	12	0.8	8
> CCOc1ccc(Br)cc1C(=O)N/N=C/c1ccc([N+](=O)[O-])cc1
  -3	2	0	-1.7	16	0	-0.7	-6	/	-4
> CCC(=O)Nc1ccc(S(=O)(=O)NCc2ccco2)cc1
  11	-2	35	-3.0	-9	0	1.2	-2	-1.9	-2
> Clc1ccc(-c2nc3ccc(Cl)cn3c2Cc2ccccc2)cc1
  /	-1	/	-2.5	10	0	/	4	-0.6	-11
> CCOC(=O)N1CCN(c2c(NCc3ccc(Cl)cc3)c(=O)c2=O)CC1
  -1	0	8	-4.7	4	-4	1.2	2	-0.1	1
> CC(=O)N1CCN(C(=O)c2cc(S(=O)(=O)N(C)Cc3ccccc3)ccc2Cl)CC1
  /	/	/	-3.7	12	0	/	6	-0.2	-3
> Cc1ccc(S(=O)(=O)N2CCCC2CNC(=O)C(=O)NCc2ccccn2)cc1 (stereo not drawn)
  5	0	/	-0.7	-6	2	1.3	-5	-0.8	1
> Cc1ccccc1Cn1ccc(NC(=O)c2nc3ncccn3n2)n1
  5	-9	4	-0.8	6	-1	-0.1	8	3.9	10
> CS(=O)(=O)N1CCC(C(=O)NCCc2ccccc2)CC1
  -3	3	4	-3.4	5	0	0.9	-6	0.8	-3
> COc1ccc(C(Cl)=C(c2ccc(OC)cc2)c2ccc(OC)cc2)cc1
  -6	-7	9	-2.1	21	0	-3.5	4	-2.3	-3
> Cc1ccc(S(=O)(=O)N2CCCCC2)cc1NC(=O)CNc1ccc(C(F)(F)F)cc1
  2	?	/	-3.8	-2	-1	-0.2	27	0.6	-4
> COC(=O)[C@]1(C)N[C@H](CN(C)S(=O)(=O)c2ccc(-c3ccccc3)cc2)[C@@H]2C(=O)N(Cc3ccccc3)C(=O)[C@@H]21
  2	4	/	-1.6	-1	-2	/	-4	-0.6	6
> Cn1c(N)c(N=O)c(=O)n(C)c1=O
  3	17	4	-1.1	-1	2	-1.7	7	-2.5	1
> CCc1ccc(NC(=O)COn2nnc3ccc(S(=O)(=O)N(C)C)cc32)cc1
  -2	-5	6	-1.2	6	0	-1.7	7	1.1	9
> CCC(=O)Nc1cccc(-c2cn3cccc(C)c3n2)c1
  9	/	16	-0.8	5	12	-2.0	3	-0.4	-5
> CC1CCCN(S(=O)(=O)c2ccc(S(=O)(=O)N3CCCC3)cc2)C1 (stereo not drawn)
  8	9	0	-1.5	8	-1	-2.2	15	-1.8	4
> CCCNC(=O)C1(C)CCCN(C(=O)c2cccnc2Oc2ccccc2)C1 (stereo not drawn)
  /	0	/	-1.9	3	0	/	-1	-0.6	/
> CCOc1ccccc1Oc1cn[nH]c1-c1ccc(OC)cc1O
  1	-7	15	-11	0	1	-2.5	2	0.5	-5
> O=C(OCc1ccc([N+](=O)[O-])cc1)c1cc2ccccc2oc1=O
  14	-9	/	-0.2	8	3	-1.1	-3	0.6	-2
> COC(=O)c1ccc(CNC(=O)Cn2nnnc2CN(C)C(C)C)cc1
  0	/	36	-1.6	6	-1	-1.4	-14	-1.8	9
> CCCCn1nc(C(=O)NCc2ccccc2CN2CCCC2)c2ccccc2c1=O
  -8	-3	/	/	-4	1	1.7	5	1.3	7
> Cc1cccc(NC(=O)c2ccc(NS(=O)(=O)c3cccc4cccnc34)cc2)c1
  /	?	/	-1.2	-13	5	/	11	1.4	7
> Cc1nn(CCN)c(C)c1Cl
  5	-1	10	-12	4	0	0.1	-2	/	12
> C[C@@H]1O[C@@H](O[C@@H]2C=C3CCC4C(CC[C@]5(C)[C@@H](c6ccc(=O)oc6)CC[C@]45O)[C@@]3(C)CC2)[C@H](O)[C@H](O)[C@H]1O (stereo partly drawn)
  -2	-14	/	0.8	8	4	1.3	-4	-0.2	13
> CCOc1ccc(S(=O)(=O)N2CCN(S(=O)(=O)c3ccc(OCC)cc3)C(C)C2)cc1 (stereo not drawn)
  -6	-2	-7	-0.4	7	-1	0.3	3	-3.3	-3
> N#Cc1cnn(-c2ccc(F)cc2)c1N
  3	?	9	-1.0	-1	0	-2.2	-15	-1.8	-11
> CCOC(=O)c1nn(-c2c(C)n(C)n(-c3ccccc3)c2=O)cc1O
  9	-2	15	-2.3	-8	4	2.0	10	-0.1	1
> O=C1C2CCCN2C(=O)N1CCCN1CCN(c2cccc(Br)c2)CC1 (stereo not drawn)
  5	-32	-4	-0.5	-4	0	3.0	-15	0.7	3
> COc1cccc2cc(/C(C)=N/NC(=O)c3ccco3)oc12
  -5	-1	6	-0.8	26	1	1.3	17	/	6
> CC(C)n1cc(/C=C2/SC(=O)N(CC(=O)N3CCCC3)C2=O)c2ccccc21
  2	0	10	-0.4	7	-8	-1.2	-16	/	-9
> Cc1ccc(/C=N/N=C2\SCC(=O)N2CC2CC2)cc1
  -1	-10	-7	0.4	7	1	1.8	5	/	0
> Nc1c(C(=O)NCCN2CCOCC2)c2nc3ccccc3nc2n1Cc1ccco1
  -6	-1	-12	-2.5	19	86*	-0.9	-103	-3.2	8
> CCc1c(C)nc(SCc2cccnc2)[nH]c1=O
  -4	1	7	-2.4	-9	-8	4.1	/	1.2	11
> COCn1c(=O)c2c(nc(SC3=NCCS3)n2Cc2ccccc2C)n(COC)c1=O
  -11	-9	19	-1.5	-1	2	-1.1	-12	12	-2

An excerpt from above in order of SMILES length, low to high.
The line under a structure holds: Rv3671c protease	BoNT-F LC inh	DUSP3 inh	FadD28 binding	GDH-TPI counter	FBA Mtb inh	Mtb UGM inh	CCHF vOTU inh	BioA inh	MazEF act
> COc1cccc2cc(/C(C)=N/NC(=O)c3ccco3)oc12
  -5	-1	6	-0.8	26	1	1.3	17	/	6
> CCCCn1nc(C(=O)NCc2ccccc2CN2CCCC2)c2ccccc2c1=O
  -8	-3	/	/	-4	1	1.7	5	1.3	7
> Nc1c(C(=O)NCCN2CCOCC2)c2nc3ccccc3nc2n1Cc1ccco1
  -6	-1	-12	-2.5	19	86*	-0.9	-103	-3.2	8

An excerpt of these results, as comma-separated lines:
SMILES,Rv3671c protease,BoNT-F LC inh,DUSP3 inh,FadD28 binding,GDH-TPI counter,FBA Mtb inh,Mtb UGM inh,CCHF vOTU inh,BioA inh,MazEF act
COc1cccc2cc(/C(C)=N/NC(=O)c3ccco3)oc12,-5,-1,6,-0.8,26,1,1.3,17,/,6
CC(C)n1cc(/C=C2/SC(=O)N(CC(=O)N3CCCC3)C2=O)c2ccccc21,2,0,10,-0.4,7,-8,-1.2,-16,/,-9

The list continues.
The line under a structure holds: Rv3671c protease	BoNT-F LC inh	DUSP3 inh	FadD28 binding	GDH-TPI counter	FBA Mtb inh	Mtb UGM inh	CCHF vOTU inh	BioA inh	MazEF act
> Cc1ccc(N)c(C)c1
  3	-9	/	-1.5	-3	0	0.7	-5	-0.4	3
> O=C(O)CSc1c(-c2cccs2)[nH]c2ccccc12
  -1	-6	2	1.1	9	4	4.2	4	5.1	9
> CCCc1cc(=O)oc2cc(OCC(=O)NCCCn3ccnc3)ccc12
  -7	7	16	0.0	18	20	-1.0	-1	-5.3	2
> CC(=O)OCCN(Cc1ccccc1)Cc1ccc2c(c1)OCO2
  -3	-2	27	-1.0	26	1	-2.1	20	0.3	-8
> COc1ccc(/C=C/C(=O)Nc2sc(Cc3ccccc3)c(C)c2C(N)=O)cc1
  -4	0	-1	-1.0	16	1	0.8	-13	/	-24
> Cc1ccccc1-c1coc2cc(O)ccc2c1=O
  -15	14	13	0.1	20	48*	1.3	-34	-1.8	3
> Cc1cnc(C(=O)Nc2ccc(C(C)C)cc2)cn1
  -1	-2	13	-3.6	5	1	-1.1	-4	/	1
> O=C(N/N=C/C1C(c2ccccc2)C1(Cl)Cl)c1cccc(Br)c1 (stereo not drawn)
  -5	5	3	-1.3	0	5	-0.8	11	-0.1	45
> O=C(NCc1nnnn1-c1ccc(F)c(F)c1)c1cc2ccccc2o1
  -8	-2	/	-3.2	-2	0	1.4	3	9.2	-2
> Cc1ccc(Cc2c(-c3cccc(Cl)c3)nc3cc(C)c(Br)c(C)n23)cc1
  /	-9	/	-3.8	/	1	/	9	-1.0	/
> CCC(CC)c1nnc(NC(=O)c2cc(C(=O)OC)cc([N+](=O)[O-])c2)s1
  -6	-30	4	-0.9	10	2	-2.3	25	/	9
> CCCNC(=S)N1CCC(C(=O)c2ccc(OC)cc2)CC1
  6	-1	42	-1.2	3	3	-4.6	-5	4.4	-4
> CCCc1cc(=O)oc2cc(C)cc(OCC(=O)Nc3ccc(S(N)(=O)=O)cc3)c12
  -5	0	-9	-0.8	7	19	2.9	-15	-1.8	-6
> COc1ccc(N(C)S(=O)(=O)c2cccc(C(=O)Nc3ccc(-n4cnnn4)cc3)c2)cc1
  -30	21	24	-3.2	5	-4	2.3	-2	-0.1	-1
> CCN(C(=O)Cc1ccc(Br)cc1)C1CCCCC1
  -2	0	4	-5.1	-8	4	-1.8	9	2.1	-5
> O=C1Cn2c(nc3ccccc32)-c2ccccc2N1
  -18	-4	7	-1.9	7	4	0.4	-3	0.5	4
> CN1CCN(c2ccccc2NC(=O)c2ccccc2F)CC1
  0	-4	21	-3.8	-5	-2	-4.6	14	-1.2	-15
> COc1ccccc1NC(=O)C(C)N(C)CC(=O)Nc1cccc2ccccc12 (stereo not drawn)
  -2	-1	/	-2.8	0	-2	-0.3	0	-0.9	3
> CCOc1ccc(N(CC(=O)NC(C(C)C)C(C)C)S(=O)(=O)c2ccc(OC)c(OC)c2)cc1
  6	-3	-2	0.0	-1	-2	0.5	-7	/	0
> CCCCOc1ccc(N2C(=O)CC(NCCc3ccc(S(N)(=O)=O)cc3)C2=O)cc1 (stereo not drawn)
  -11	-5	16	-0.5	5	-5	1.7	1	-1.6	-14
> CC(=O)Nc1ccc(S(=O)(=O)N2CCC(c3nc4c(nnn4Cc4ccccc4Cl)c(=O)[nH]3)CC2)cc1
  -6	4	32	/	7	-2	-0.2	4	1.9	5
> N#C/C(=C\c1ccccc1)C(=O)NC1CC1
  -5	8	53*	-1.8	9	-1	-1.2	-12	-0.7	4
> O=S(=O)(Cc1ccc(Cl)cc1)Nc1ccc2c(c1)OCO2
  4	-24	-4	-2.5	8	3	0.1	-9	0.9	-2
> CN1CCC(N(C)S(=O)(=O)c2ccc(NC(=O)COc3ccc(F)cc3)cc2)CC1
  -4	-12	/	-2.1	-8	-1	-1.8	-1	0.6	6
